# Assay outcomes as filed in PubChem BioAssay.
# CHT block – human CHT choline transport inhibition; CHT-expressing cells, membrane potential dye, choline response; hits give low values; B-score at 10 µM; actives 0.86% (n = 310,000); AID 488975;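 active means B-score over 3 SD under the library average, and starting fluorescence ratio not unusually high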;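 further: choline stimulus applied at its EC90 after an EC20 pre-addition; B-score computed on integrated fluorescence ratio after choline addition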
# Target sequence (Q9GZV3 whole entry, looked up): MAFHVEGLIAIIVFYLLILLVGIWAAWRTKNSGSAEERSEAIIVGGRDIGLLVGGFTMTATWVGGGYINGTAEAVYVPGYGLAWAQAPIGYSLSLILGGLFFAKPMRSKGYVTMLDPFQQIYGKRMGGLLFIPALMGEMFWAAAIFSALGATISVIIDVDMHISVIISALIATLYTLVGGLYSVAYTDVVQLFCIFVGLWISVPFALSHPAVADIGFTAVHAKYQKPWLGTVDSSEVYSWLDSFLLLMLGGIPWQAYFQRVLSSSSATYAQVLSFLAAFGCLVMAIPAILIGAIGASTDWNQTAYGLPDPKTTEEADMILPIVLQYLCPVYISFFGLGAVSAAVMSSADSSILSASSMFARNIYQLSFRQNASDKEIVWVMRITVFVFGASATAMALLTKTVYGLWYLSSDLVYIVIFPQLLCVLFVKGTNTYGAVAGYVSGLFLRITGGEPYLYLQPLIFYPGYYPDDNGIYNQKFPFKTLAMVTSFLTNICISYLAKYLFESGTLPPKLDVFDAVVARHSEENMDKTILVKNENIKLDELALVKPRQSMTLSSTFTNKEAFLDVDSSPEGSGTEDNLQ
# CHT allo act – allosterically activates the human high affinity choline transporter | Q9GZV3 | CHT-expressing cells, membrane potential dye, choline EC20; hits give high values; LV-AA mutant CHT in HEK293 cells | B-score at 10 µM | actives 0.49% (n = 310,000) | AID 488977;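 active means initial fluorescence not abnormally high and integrated response B-score, plate-corrected, over 3 SD above library mean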
# Calls only; i = inactive.
# Sample of the layout (4 entries):
SMILES	CHT block	CHT allo act
CCCCc1nc2cc(C(=O)N3CCN(c4nc(C)cnc4C)CC3)ccc2o1	i	i
O=C(OCC1OC(n2ncc(=O)[nH]c2=O)C(OC(=O)c2ccccc2)C1OC(=O)c1ccccc1)c1ccccc1 (stereo not given)	i	i
O=C(Nc1cccnc1)Nc1cc(Cl)cc(Cl)c1	i	i
O=C(Nc1ccc(O)cc1)c1ccc2c(c1)C(=O)N(N1C(=O)c3ccccc3C1=O)C2=O	i	i

# Results, from the first entry:
SMILES	CHT block	CHT allo act
CCCCc1nc2cc(C(=O)N3CCN(c4nc(C)cnc4C)CC3)ccc2o1	i	i
O=C(OCC1OC(n2ncc(=O)[nH]c2=O)C(OC(=O)c2ccccc2)C1OC(=O)c1ccccc1)c1ccccc1 (stereo not given)	i	i
O=C(Nc1cccnc1)Nc1cc(Cl)cc(Cl)c1	i	i
O=C(Nc1ccc(O)cc1)c1ccc2c(c1)C(=O)N(N1C(=O)c3ccccc3C1=O)C2=O	i	i
CC12CCC(C(=O)Nc3ccc4c(c3)OCCO4)(OC1=O)C2(C)C (stereo not given)	i	i
Cc1cc(C(=O)NC2CCCCC2)c(C)n1-c1ccc(F)cc1	i	i
CCOCCCNC(=O)c1cc2c(=O)n(CC)c3ccccc3c2s1	i	i
Cc1ccc(/C=N/NC(=O)C2CCN(Cc3ccc(F)cc3Cl)CC2)o1	i	i
COc1cccc(-c2nnc3sc(-c4ccccn4)nn23)c1	i	i
COc1cc(C2NC(=O)NC(C)=C2C(=O)OCc2ccc(C)cc2)cc(OC)c1OC (stereo not given)	i	i
COc1cc(Cl)c(S(=O)(=O)NCCN2CCOCC2)cc1Cl	i	i
O=C(CCN1C(=O)S/C(=C\c2ccccc2)C1=O)N1CCOCC1	i	i
O=C1Nc2ccccc2C12Nc1ccccc1-c1nc3ccccc3n12 (stereo not given)	i	i
CCOC(=O)c1cnc(-n2nc(C)cc2C)nc1Oc1ccc(C#N)cc1	i	i
COc1ccc(S(=O)(=O)N2CCCC2)cc1OC	i	i
Cc1ccc(OCCNc2cc(N3CCN(CCO)CC3)ccc2[N+](=O)[O-])cc1C	i	i
CCOC(=O)C1=NOC(CNC(=O)c2ccccc2Cl)C1 (stereo not given)	i	i
CCCc1cnc(N2CCN(C(=O)c3ccc(F)cc3)CC2)nc1	i	i
CCn1nccc1C(=O)Nc1nccs1	i	i
Cc1cc(C)nc(-n2ncc3c2CC(C)CC3=O)n1 (stereo not given)	i	i

# Copied from the listing (2 entries):
SMILES	CHT block	CHT allo act
Cc1cc(C(=O)NC2CCCCC2)c(C)n1-c1ccc(F)cc1	i	i
CCOCCCNC(=O)c1cc2c(=O)n(CC)c3ccccc3c2s1	i	i

# The listing continues:
SMILES	CHT block	CHT allo act
COCCNC(=O)CCc1c(C)nc2nc(-c3cc(OC)cc(OC)c3)nn2c1C	i	i
C=CCNC(=O)CCCc1ccccc1	i	i
Cc1ccc(C(=O)NC2CCCC2)s1	i	i
CC(C)(C)c1ccc(/C=C/C(=O)Nc2cccnc2)cc1	i	i
O=C(Cn1c(C(=O)NCc2ccco2)cc2sccc21)c1ccccc1	i	i
CCO[C@H]1OC(C(=O)N2CCN(C)CC2)=C[C@@H](C2CC2)[C@@H]1CCCO	i	i
COc1ccc(CCNC(=O)CSc2nc3c(c(=O)n(C)c(=O)n3C)n2C)cc1OC	i	i
N#Cc1ccccc1NC(=O)C(=O)NCCCN1CCCC1=O	i	i
O=S(=O)(Nc1ccc(Br)cn1)c1cccs1	i	i
CN1C(=S)N(c2ccccc2)C(=O)/C1=C/c1cccs1	i	i
CCOc1ccc2[nH]c(=O)c(CN(CC3COCCO3)C(=O)c3ccc(C)cc3)cc2c1 (stereo not given)	i	i
CCCCOC(=O)CSc1nnc(-c2cc(OC)c(OC)c(OC)c2)o1	i	i
C[C@H]1CCC2[C@](C)(CO)[C@@H](O)CC[C@]2(C)[C@@]12CCC(CO)(CCO)O2 (stereo not given in full)	i	i
CCCNC(=O)Cc1ccsc1	i	i
Cc1nc(N)c(C#N)c(-c2cccnc2)c1C	i	i
CC(=O)NS(=O)(=O)c1ccc(NC(=O)c2ccccn2)cc1	i	i
COc1cc(C)nc(N2CCCC(C(=O)Nc3ccccc3Br)C2)n1 (stereo not given)	i	i
CCCn1c(CN2CCCCC2CC)nc2c1c(=O)n(C)c(=O)n2C (stereo not given)	i	i
CCC(CC)c1nnc(NC(=O)CN2C(=O)c3ccccc3C2=O)s1	i	i
CNc1ccccc(C(=O)/C=C/c2ccccc2OC)c1=O	i	i
O=C(Nc1cccc(S(=O)(=O)N2CCCCCC2)c1)C1CCC1	i	i
COc1cc(/C=C\C(=O)NCc2ccc3[nH]c(C)cc3c2)cc(OC)c1OC	i	i
CCCc1nnc(NC(=O)CCCN2C(=O)c3ccccc3C2=O)s1	i	i
Cc1ccccc1-n1c(C)nnc1SCC(=O)N1CCc2ccccc2C1	i	i
O=C(c1ccc(=O)n(Cc2ccc(Cl)c(Cl)c2)c1)N1CCOCC1	i	i
CCN(CC)C(=O)c1cccc(-c2ccc(OC)cc2)c1	i	i
CCOC(=O)CNC(=O)N1CCc2ccc(NC(=O)c3ccccc3Cl)cc2C1	i	i
O=[N+]([O-])c1cccc(-c2ncc3ccccn23)c1	i	i
O=C(O)Cn1nc(-c2ccccc2)c2ccccc2c1=O	i	i
CCOc1nc(OCC)nc(-n2cc(-c3ccccc3)nn2)n1	i	i
Clc1cccc(OCCn2ccnc2)c1	i	i
Cc1cccc(N2CCN(C(=O)c3ccc(NC(=O)C4CCCO4)cc3)CC2C)c1 (stereo not given)	i	i
CCNC(=O)CN(c1ccc(CC)cc1)S(C)(=O)=O	i	i
CC(C)NC(=S)N(C)C1(c2ccccc2Cl)CCCCC1=O (stereo not given)	i	i
O=C(NC(=S)Nc1ccccc1)c1cc([N+](=O)[O-])ccc1N1CCOCC1	i	i
CCn1cc(C(=O)N(C)c2ccc(OC)cc2OC)c2cc(OC)c(OC)cc2c1=O	i	i
CN(CCC#N)C(=O)c1cc2c(s1)-c1ccccc1SC2	i	i
CCOC(=O)c1csc(NC(=O)C(C)(C)C)n1	i	i
COc1ccc(CCNC(=O)C2CCN(S(=O)(=O)c3cccc4nsnc34)CC2)cc1OC	i	i
Cc1ccc2nc(-c3ccccc3)c(CN3CCSCC3)n2c1	i	i
[O-][n+]1ccccc1SCc1ccccc1	i	i
Cc1c(C(=O)O)oc2ccc(S(=O)(=O)NCCC3=CCCCC3)cc12	i	i
O=C(CN(c1ccccc1)S(=O)(=O)c1ccccc1)NCCSCc1ccco1	i	i
Cc1sc(NC(=O)CCCC(=O)O)c(C(N)=O)c1-c1ccccc1	i	i
CNC(=O)c1sc(Nc2cc(C)ccc2C)nc1C	i	i
N#C/C(=C(\O)CCl)c1nnc2n1CCCCC2	i	i
COc1ccc(/C=N/NC(=O)c2cccnc2)cc1	i	i
COc1ccc(NC(=O)Cn2nnc(C(=O)NCc3ccc4c(c3)OCO4)c2N)cc1	i	i
COCCOC(=O)C1=C(C)N(Cc2ccccc2)C(=O)NC1c1ccc(OC)cc1 (stereo not given)	i	i
COc1ccc(-c2cn(-c3ccc(C)c(Cl)c3)c(=S)[nH]2)cc1OC	i	i
N#Cc1cc(Br)ccc1N=C1CCCN1c1ccccc1	i	i
CCOC(=O)c1n[nH]n2c1nc(=O)c1ccccc12	i	i
COC(=O)c1cc(=O)c2c([N+](=O)[O-])ccc(OC)c2o1	i	i
Cc1ccccc1-c1n[nH]c(=S)n1/N=C/C=C/c1ccco1	i	i
COCc1cc(CN(C)C(=O)c2oc3c(F)cccc3c2C)[nH]n1	i	i
CCOC(=O)c1sc(=N)n(-c2ccc(OC)cc2)c1C	i	i
CS(=O)(=O)N(CC(=O)NC1CCCCC1)c1cccc(F)c1	i	i
CN(C)c1ccc(C(=S)N2CCCCC2)cc1Br	i	i
CC(CC(=O)N1CCN(S(=O)(=O)c2ccccc2)CC1)n1cncn1 (stereo not given)	i	i
COc1ccccc1N1CCN(C(=O)c2cc3cc(C)ccc3[nH]2)CC1	i	i

# (listing goes on)
structure	CHT block	CHT allo act
Cc1cccc(NC(=O)C2CC(=O)N(Cc3ccccc3)C2)n1 (stereo not given)	i	i
COc1ccc(N2CC(O)=C(c3nc(-c4ccccc4)cs3)C2=N)cc1	i	i
Cn1nnnc1NCc1cccc(Cl)c1	i	i
Cc1ccc2cc(CN(CC3CCCO3)C(=O)c3cccs3)c(=O)[nH]c2c1 (stereo not given)	i	i
CSc1sc(C)cc1C=O	i	i
Cc1ccc(S(=O)(=O)N2CCCCC2)cc1NC(=O)CCc1nc2ccccc2c(=O)[nH]1	i	i
COc1cccc(N2C(=O)N(c3ccccc3Cl)C3CS(=O)(=O)CC32)c1 (stereo not given)	i	i
O=C(c1ccccc1F)N1CCN(CC2CC3C=CC2C3)CC1 (stereo not given)	i	i
S=C(N/N=C/c1cccs1)NC1CC2CCC1C2 (stereo not given)	i	i
CCN(CC)CCNCC(=O)N1c2ccccc2CCc2ccc(NC(=O)OC)cc21	i	i
CCOc1ccc2nc(N(CCN(C)C)C(=O)c3cc4ccccc4cc3OC)sc2c1	i	i
Cn1ncc(Cl)c1C(=O)Nc1nc2ccc(Cl)cc2s1	i	i
CC(c1ccccc1)N1CC(C(=O)O)CC1=O (stereo not given)	i	i
O=C(Oc1ccccc1N1C(=O)C2CCCCC2C1=O)c1ccc(Cl)cc1 (stereo not given)	i	i
N/C(=N\O)c1cccc(CS(=O)(=O)c2ccccn2)c1	i	i

# Entries of single compounds from above. Values in the order: CHT block	CHT allo act
# Listed for `CCOC(=O)c1csc(NC(=O)C(C)(C)C)n1` : i	i
# Listed for `CCn1nccc1C(=O)Nc1nccs1` : i	i
# Listed for `O=C(Cn1c(C(=O)NCc2ccco2)cc2sccc21)c1ccccc1` : i	i

# Continued:
structure	CHT block	CHT allo act
Cc1ccc2nc(NC(=O)CSc3nc(=O)n(CCN(C)C)c4c3CCCC4)sc2c1	i	i
COc1cccc(NC(=O)CN2C(=O)CSc3nc(C)cc(C)c32)c1	i	i
CCOc1cc(C(=S)N2CCOCC2)ccc1O	i	i
O=C(CCC(=O)c1ccc(Br)cc1)Nc1cccc(C(F)(F)F)c1	i	i
Nc1c(S(=O)(=O)c2ccccc2)c2nc3ccccc3nc2n1/N=C/c1cccc(O)c1	i	i
O=C(C1CCCCC1)N(CCN1CCCC1)c1nc2ccccc2s1	i	i
O=C(O)CCCN=CC1=C(O)CNC1=O	i	i
CC1=C/C(=C(\c2cc(C)c(O)c(Br)c2)c2ccccc2S(=O)(=O)O)C=C(Br)C1=O	i	i
Cc1ccc(CSc2nnc(-c3ccncc3)n2N)cc1	i	i
CCC(C)N(C(=O)CSc1ccc(NC(C)=O)cc1)C1CCS(=O)(=O)C1 (stereo not given)	i	i
CCCCN(CCCC)CCCNC(=O)c1ccc2nc(-c3ccccc3NC(C)=O)c(=O)[nH]c2c1	i	i
CCOC(=O)c1c(C)c(C)n(Cc2cccc(OC)c2OC)c1C	i	i
O=C(O)c1ccc(/C=C2/SC(=S)N(Cc3ccccc3)C2=O)cc1	i	i
CCN(CC)CCCNc1oc(/C=C/c2ccccc2)nc1C#N	i	i
CCS(=O)(=O)N1CCN(C(=O)c2cccs2)CC1	i	i
Nc1nc(Cl)cc(N2CCCC2)n1	i	i
Cn1c(=O)c2c(nc(CN3CCCCC3)n2Cc2c(F)cccc2Cl)n(C)c1=O	i	i
Cc1ccc2c(c1)sc1nc(=O)n(-c3cccc(Cl)c3)c(=O)n12	i	i
COc1cccc(CNC(=O)Cn2ccc3cc(S(=O)(=O)N4CCCC4)ccc32)c1OC	i	i
CC(C)(C)NC(=O)[C@@H]1CN(Cc2cccnc2)CCN1C[C@@H](O)C[C@@H](Cc1ccccc1)C(=O)N[C@H]1c2ccccc2C[C@H]1O	i	i
O=C(C1CC1)N1CCc2cc(S(=O)(=O)N(CCO)Cc3ccccc3)ccc21	i	i
COc1cccc(-c2cc(C(=O)NC3CC3)c3ccccc3n2)c1	i	i
Cc1cc(C)cc(NC(=O)CN2CCN(CCN=CC3=C(O)CC(C)(C)CC3=O)CC2)c1	i	i
O=C(N1CCN(c2ccccn2)CC1)N1c2ccccc2Sc2ccccc21	i	i
CCCCC(=O)Nc1nc2c(OC)cc([N+](=O)[O-])cc2s1	i	i
C/C(=C\c1cccc(Cl)c1Cl)C(=O)c1c(C)cc(C)[nH]c1=O	i	i
Cc1ccccc1OCC1Cc2c(nc(N)c(C#N)c2N)O1 (stereo not given)	i	i
Cc1ccc(NC(=O)CCn2c(=O)[nH]c3ccsc3c2=O)cc1	i	i
CCCCCn1c(=O)[nH]c2cc(C(=O)NCCN3CCOCC3)ccc2c1=O	i	i
O=C(CCn1nc(-c2ccc(Cl)cc2)ccc1=O)NCc1cccnc1	i	i
COCCNC(=S)N1CCCN(c2nc3cc(C)ccc3cc2C#N)CC1	i	i
Nc1ccc(C(=O)Nc2ccco2)cc1	i	i
CCc1ccc(NC(=O)CN2CCc3ccccc3C2)cc1	i	i
Cc1cc(SCC(=O)Nc2cccc(S(N)(=O)=O)c2)c(C)cc1Br	i	i
COc1cccc(C2C(C#N)=C(C)NC3=C2C(=O)CC(C)(C)C3)c1 (stereo not given)	i	i
Clc1ccc(Cc2ccc(SCc3ccccc3)nn2)c(Cl)c1	i	i
COCCN(C(=O)CSc1nnc(-c2ccccc2F)o1)c1c(N)n(CC(C)C)c(=O)[nH]c1=O	i	i
O=C(NC1CCCC1)c1ccc(CS(=O)(=O)Cc2ccccc2F)o1	i	i
CCn1cc(CNCc2ccc(OCC(O)CN(C)Cc3ccccc3)cc2)cn1 (stereo not given)	i	i
CN(C)c1ccc(/C=N/n2cnn(Cc3ccccc3Cl)c2=S)cc1	i	i
